Source: PubChem BioAssay (several laboratories)
Tb MetRS inh – Trypanosoma brucei MetRS inhibition. purified T. brucei MetRS, ATP depletion, Kinase-Glo luminescence. inhibition, % at 11.9 µM. 360,000 tested, 0.4% active;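 active = inhibition above a per-plate cutoff of the control wells' mean inhibition plus 3 SD, cut at about 5.5% in these data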;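 also: 0% = DMSO wells median and 100% = median of wells with control inhibitor compound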
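Assay system: T. brucei methionyl-tRNA synthetase, purified | Medium: HEPES buffer with MgCl2, KCl, DTT, spermine, BSA, pyrophosphatase | Compound: 11.9 µM single point | Incubation: 15 min enzyme-compound preincubation, 2 h reaction, 10 min detection, 25 °C | Measured by: Kinase-Glo luciferase luminescence reporting remaining unconsumed ATP | Measure: % inhibition normalized to control-well medians | Replication: Singlicate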
MsrA inh – inhibitors of bovine MsrA. purified bovine MsrA, absorbance read-out. inhibition, % at 15.5 µM. 360,000 tested, 0.75% active. AID 651718; in the data active = inhibition above about 4.5%;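 also: 0% = vehicle wells with enzyme and 100% = reference inhibitor wells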
STEP inh – blocks human striatal-enriched tyrosine phosphatase | AID 588621 | inhibition, % at 20 µM | 360,000 tested, 0.25% active | P54829 | recombinant STEP, OMFP fluorogenic substrate, fluorescence;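 active = inhibition at 20 µM, scaled per plate between control wells, above about 37%, limit read from the data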;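 also: 0% = DMSO with enzyme and substrate and 100% = substrate only without enzyme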
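medium = Bis-Tris buffer pH 6.0, 2.5 mM DTT, 0.005% Tween 20 | test system = STEP (striatal-enriched tyrosine phosphatase) enzyme, cell-free | measure = normalized % inhibition | compound dosing = 20 µM, 1% DMSO | also added = 25 µM OMFP | schedule = reaction 20 min, ambient temperature | measured by = fluorescence read at 480 nm ex / 540 nm em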
NadD inh – inhibitors of Staphylococcus aureus NadD. purified NadD enzyme, colorimetric absorbance read-out. inhibition, % at 20 µM. 360,000 tested, 0.78% active. AID 602399; in the data active = inhibition above about 26%; also: some compounds past the cut are filed as inactive
Rpn11 inh – inhibitors of human proteasome Rpn11; calls only at 20 µM; 360,000 tested, 0.59% active; O00487; human 26S proteasome, Ub4-pepOG fluorescence polarization; 20S core pre-blocked with epoxomicin;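 active = inhibition at 20 µM, scaled to each plate's controls, above about 33%, limit read from the data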
CSN inh – inhibitors of human CSN-mediated cullin deneddylation; Q92905; Purified CSN, SCF-Nedd8-OG deneddylation, fluorescence polarization; inhibition, % at 12.5 µM; 360,000 tested, 0.38% active;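 active = pattern-corrected inhibition above about 35%, with an unprinted fluorescence ratio check between 0.5 and 1.5, limit read from the data, passing the limit was not always enough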;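 also: 0% = enzyme with substrate and 100% = substrate without enzyme; some results filed as inactive read as strong as hits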
Target sequence (Q92905 whole entry, looked up, one chain of several): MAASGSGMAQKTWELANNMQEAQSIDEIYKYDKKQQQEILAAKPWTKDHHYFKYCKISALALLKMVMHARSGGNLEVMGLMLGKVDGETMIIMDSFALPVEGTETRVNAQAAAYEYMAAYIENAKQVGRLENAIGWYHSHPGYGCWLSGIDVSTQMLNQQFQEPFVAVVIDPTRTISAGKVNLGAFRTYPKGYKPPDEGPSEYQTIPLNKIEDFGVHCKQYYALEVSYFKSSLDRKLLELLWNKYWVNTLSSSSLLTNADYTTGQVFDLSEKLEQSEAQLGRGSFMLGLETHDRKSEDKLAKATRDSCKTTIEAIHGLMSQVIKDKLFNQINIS
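Test system: purified human Csn5 enzyme expressed in HEK293T cells. Amount: 0.24 nM enzyme. Reagent: SCFSkp2-Nedd8OG substrate at 10 nM final. Schedule: 90 min incubation of compound, enzyme and substrate at room temperature. Detection: fluorescence polarization. Read-out: % inhibition of substrate cleavage by Csn5.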
SUMO1 PPI mod – modulators of human SUMO1-mediated protein-protein interactions. P63165. SUMO1 binding to a labelled peptide, TR-FRET, 1 h. inhibition, % at 20 µM. 360,000 tested, 0.33% active. AID 602429; in the data active = inhibition above about 37%
Target sequence (P63165 whole entry, looked up): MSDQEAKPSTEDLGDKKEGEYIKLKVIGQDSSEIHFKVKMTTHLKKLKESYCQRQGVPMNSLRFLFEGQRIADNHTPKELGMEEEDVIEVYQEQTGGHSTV
LMPTP block – blocks human LMPTP phosphatase; P24666; recombinant LMPTP-A, OMFP fluorogenic substrate, fluorescence intensity; inhibition, % at 20 µM; 360,000 tested, 0.22% active; AID 651560;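 active = compounds that cut the enzyme signal by at least half of the control window in the single-dose screen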;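 also: plate controls were DMSO wells with enzyme plus substrate for no effect and substrate without enzyme for full effect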
Target sequence (P24666 whole entry, looked up): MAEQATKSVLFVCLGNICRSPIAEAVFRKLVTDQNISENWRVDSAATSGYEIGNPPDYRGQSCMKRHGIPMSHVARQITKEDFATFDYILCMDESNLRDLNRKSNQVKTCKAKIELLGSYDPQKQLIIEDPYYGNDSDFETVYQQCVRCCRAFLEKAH
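Test system: LMPTP-A phosphatase enzyme. Amount: LMPTP-A at 0.625 nM final in the reaction. Reagent: OMFP substrate, 400 µM final. Times: 50 min at room temperature. Signal: endpoint fluorescence intensity from OMFP dephosphorylation. Read-out basis: % inhibition. Benchmarks: no-enzyme and uninhibited controls.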
DNMT1 block – DNMT1 (human) enzyme inhibition. DNMT1 molecular beacon, Hinp1I cleavage, fluorescence. inhibition (reported as % activation of signal), % at 10 µM. 360,000 tested, 0.83% active. AID 588458; in the data active = inhibition above about 50%
Scp1 inh – inhibitors of human Scp-1 phosphatase | Q9GZU7 | Recombinant Scp1, phosphopeptide, malachite green phosphate absorbance | inhibition, % at 20 µM | 340,000 tested, 0.88% active;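 active = inhibition above about 50% at 20 µM, limit read from the data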;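 also: plate controls were DMSO wells with enzyme for no effect and wells lacking enzyme for full effect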
Target sequence (Q9GZU7 76-261 limits assumed): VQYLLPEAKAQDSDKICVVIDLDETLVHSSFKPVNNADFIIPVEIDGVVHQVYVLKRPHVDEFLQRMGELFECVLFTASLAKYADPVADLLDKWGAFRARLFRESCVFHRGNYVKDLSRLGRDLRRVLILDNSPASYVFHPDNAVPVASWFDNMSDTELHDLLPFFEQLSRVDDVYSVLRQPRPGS
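Incubation: 45 min enzyme reaction at room temperature / System: truncated SCP-1 phosphatase (76-261aa) / Reagent: Phospho 17-mer peptide substrate / Buffer or medium: Acidic Tris acetate buffer with magnesium and detergent / Signal: absorbance at 630 nm / Doses: one concentration, 20 µM, with 1.0% DMSO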
Active calls of the source: *; i = inactive; nt = no result given.

1. COc1cc(NC(=NS(=O)(=O)c2ccccc2)c2ccccc2)ncn1
2. CCOc1ccc(OCCC(=O)OCC(=O)NC2CCCC2)cc1
3. CCOC(=O)C1=C(C)NC(=O)NC1c1cc(Br)c(O)c(OC)c1 (centres undefined)
4. COc1ccccc1NC(=O)C(CC(=O)O)Cc1cc(C)cc(C)c1 (centres undefined)
5. O=C(c1ccco1)N1CCN(C(c2cccs2)c2nnnn2C2CCCC2)CC1 (centres undefined)
6. Cc1ccccc1S(=O)(=O)NC(=O)C1(C)CCN1C(=O)c1cccc(F)c1 (centres undefined)
screen / no.	1	2	3	4	5	6
Tb MetRS inh	0.3	-0.5	0.8	0.4	-0.8	0.2
MsrA inh	-0.2	0.1	0.0	-0.7	-0.1	2.0
STEP inh	-2	4	10	0	-4	-2
NadD inh	0	-1	19	-3	0	2
Rpn11 inh	i	i	i	i	i	i
CSN inh	-5	-1	0	-4	0	5
SUMO1 PPI mod	4	0	7	2	5	1
LMPTP block	-3.0	-1.9	-3.0	-2.7	-1.3	-0.3
DNMT1 block	1	-2	-4	7	0	1
Scp1 inh	-10	-3	3	nt	-7	nt

7. CSc1ccc(CN2CCC(N3CC(C)OC(C)C3)CC2)cc1 (centres undefined)
8. CC(C)(C)c1ccc(C(=O)Nc2ccc(O)c3c(=O)cc(-c4cccc(Cl)c4)oc23)cc1
9. O=C(c1nn2c(C(F)(F)F)cc(-c3ccc(F)cc3)nc2c1Cl)N1CCOCC1
10. COc1ccc(C(=O)N2CCC(C)(C(=O)NS(=O)(=O)C3CC3)C2)c(OC)c1 (centres undefined)
11. O=NNc1nc2ccccc2n1Cc1ccccc1
12. CCc1ccc(N2CN(Cc3ccco3)CNC2=S)cc1
screen / no.	7	8	9	10	11	12
Tb MetRS inh	-0.3	0.4	-0.9	0.0	-0.8	-0.1
MsrA inh	-1.5	0.8	0.6	0.5	-0.1	-0.3
STEP inh	-1	7	-2	-2	3	0
NadD inh	1	27	-1	-8	13	-4
Rpn11 inh	i	i	i	i	i	i
CSN inh	-6	5	0	1	7	2
SUMO1 PPI mod	7	3	-19	3	0	1
LMPTP block	-2.3	1.2	-1.2	-1.7	3.6	-0.7
DNMT1 block	2	15	0	3	18	-3
Scp1 inh	-10	2	-2	nt	4	-7

13. Cc1nc2c(-c3ccccc3)c(C)[nH]n2c(=O)c1Cl
14. CCc1nc2ccc(C(=O)NC3CCN(Cc4ccccc4)CC3)cn2c1N(C)CCN1CCOCC1
15. CCOC(=O)c1csc(NC(=O)C2CCCCC2)n1
16. O=C(Nc1cccc(-c2nc3ccccc3s2)c1)c1cccs1
17. O=C(c1ccc(O)cc1)c1ccc(Cl)cc1
18. COc1ccc(N2C(=O)CC(c3ccccc3)C2=O)cc1 (centres undefined)
screen / no.	13	14	15	16	17	18
Tb MetRS inh	-0.6	-0.1	-0.7	1.9	-1.0	-0.9
MsrA inh	-0.1	-0.2	-0.2	-0.5	0.2	-1.1
STEP inh	5	0	-4	-2	-2	-2
NadD inh	2	0	4	-1	4	-3
Rpn11 inh	i	i	i	i	i	i
CSN inh	-2	-3	9	1	-2	-6
SUMO1 PPI mod	4	4	-3	0	-4	-2
LMPTP block	1.9	-0.1	-1.5	4.1	-0.2	-0.5
DNMT1 block	-2	2	2	-13	2	3
Scp1 inh	0	nt	-10	-7	-10	-5

19. O=C(NC(=O)c1ccc(F)cc1F)Nc1ccc(Cl)cc1
20. C(=N\n1cnnc1)/c1ccc2c(c1)OCO2
21. Cc1ccc(SCc2cc(=O)[nH]c(/N=C(\N)Nc3ccccc3Sc3ccccc3)n2)cc1
22. O=C(OCc1cn([C@@H]2CN(C(=O)c3cccs3)[C@@H](c3ccccc3)C[C@H]2O)nn1)c1ccccc1
23. CCn1c(=O)c2c(n3c(=S)[nH]nc13)-c1ccccc1CC21CCCCC1
24. O=C1COc2ccc(C(=O)COC(=O)Cc3ccc(Cl)cc3)cc2N1
screen / no.	19	20	21	22	23	24
Tb MetRS inh	-1.3	0.0	-0.5	-0.7	-0.1	0.4
MsrA inh	-1.2	2.0	0.6	-1.8	0.5	0.3
STEP inh	3	0	0	3	12	-3
NadD inh	-5	-2	25	1	11	-9
Rpn11 inh	i	i	i	i	i	i
CSN inh	0	13	-2	5	-8	5
SUMO1 PPI mod	0	-7	4	6	-7	-3
LMPTP block	0.3	-1.2	2.0	-0.1	0.7	2.7
DNMT1 block	3	4	2	1	9	-9
Scp1 inh	-6	-6	12	nt	-4	-7

25. CCOc1ccc(NS(=O)(=O)c2cc(NC(=O)C3CC3)ccc2C)cc1Br
26. CSc1nc(Cl)cc(N2CCOCC2)n1
27. Cc1ccc(S(=O)(=O)NC2=NCN(C(C)C)CN2)cc1
28. CC(=O)c1sc(NC(=O)c2cccc3ccccc23)nc1C
29. COCCCNC(=O)c1cc(C)nn1-c1ccccc1
30. O=C(CSc1nc2ccccc2[nH]1)Nc1ccc(N2CCOCC2)cc1
screen / no.	25	26	27	28	29	30
Tb MetRS inh	-0.2	-0.9	0.3	-1.5	1.7	-0.1
MsrA inh	-0.6	-0.2	-1.5	0.9	-0.2	1.4
STEP inh	-4	2	-2	-3	-2	4
NadD inh	-6	-5	1	2	-1	3
Rpn11 inh	i	i	i	i	i	i
CSN inh	0	2	0	-2	3	-3
SUMO1 PPI mod	3	-2	2	-9	1	3
LMPTP block	1.5	-1.4	-2.2	-0.3	0.3	-0.5
DNMT1 block	-6	2	1	-1	2	-1
Scp1 inh	-8	-8	-3	0	-12	-5

Profiles, looked up by structure. Values in the order: Tb MetRS inh	MsrA inh	STEP inh	NadD inh	Rpn11 inh	CSN inh	SUMO1 PPI mod	LMPTP block	DNMT1 block	Scp1 inh
`COCCCNC(=O)c1cc(C)nn1-c1ccccc1` is entered as 1.7	-0.2	-2	-1	i	3	1	0.3	2	-12
`O=C(CSc1nc2ccccc2[nH]1)Nc1ccc(N2CCOCC2)cc1` is entered as -0.1	1.4	4	3	i	-3	3	-0.5	-1	-5
`CCOc1ccc(NS(=O)(=O)c2cc(NC(=O)C3CC3)ccc2C)cc1Br` is entered as -0.2	-0.6	-4	-6	i	0	3	1.5	-6	-8
`Cc1ccc(S(=O)(=O)NC2=NCN(C(C)C)CN2)cc1` is entered as 0.3	-1.5	-2	1	i	0	2	-2.2	1	-3

(next part)
31. COc1ccc(CC(=O)N2CCN(c3ccccc3)CC2)cc1
32. CCOC(=O)C(Cc1ccc(O)cc1)NC(=O)CCc1c[nH]c2ccccc12 (centres undefined)
33. N#CCC(=O)Nc1ccc(C(=O)NNC(=O)CCN2CCN(c3ccccc3)CC2)cc1
34. Cc1ccc(C(=O)N2CCOCC2)cc1S(=O)(=O)Nc1cccc(C)c1C
35. O=C(Cn1cnc2c(nnn2Cc2ccc(Cl)cc2)c1=O)c1ccccc1
36. Cc1c(C(=O)NCc2cccnc2)sc2ncn(CC(=O)N3CCCCC3C)c(=O)c12 (centres undefined)
screen / no.	31	32	33	34	35	36
Tb MetRS inh	0.1	-0.9	0.2	-0.7	0.2	-0.6
MsrA inh	-0.3	-1.1	0.1	0.2	-0.2	-0.8
STEP inh	2	3	-1	6	2	-1
NadD inh	-6	-1	0	-5	1	5
Rpn11 inh	i	i	i	i	i	i
CSN inh	1	4	1	-1	4	-4
SUMO1 PPI mod	0	9	6	-3	10	-2
LMPTP block	-0.4	0.1	1.1	-2.3	35	0.0
DNMT1 block	-5	2	-3	1	29	1
Scp1 inh	-2	-7	-5	-4	24	4

37. COCC1CCCCN1Cc1cn(-c2ccccc2)nc1-c1ccc2c(c1)OCO2 (centres undefined)
38. CCOC(=O)C1=C(C)Nc2ccccc2N/C1=N\S(=O)(=O)c1ccc(Cl)cc1
39. Cc1nc2cc(-c3ccc(F)cc3)[nH]n2c(=O)c1C
40. COCC(=O)OCC(=O)Nc1ccccc1-c1ccccc1
41. O=C(COC(=O)CCS(=O)(=O)c1ccc(F)cc1)NC1CCCCC1
42. O=C(Nc1ccc(Cl)cc1)c1nc[nH]c1C(=O)NCc1ccccc1
screen / no.	37	38	39	40	41	42
Tb MetRS inh	-0.9	-0.3	-1.0	-0.8	-0.2	-0.3
MsrA inh	0.3	1.4	-0.4	-0.9	0.4	0.0
STEP inh	-1	-3	0	-2	-2	0
NadD inh	-5	-2	2	-7	7	0
Rpn11 inh	i	i	i	i	i	i
CSN inh	5	4	-2	0	5	-2
SUMO1 PPI mod	1	5	5	4	0	2
LMPTP block	-0.5	-0.6	1.1	0.3	-1.9	-2.9
DNMT1 block	0	1	0	-1	6	-6
Scp1 inh	-5	-7	-1	-10	-7	-3

From entry 1 as far as 2, copied from above:
1. COc1cc(NC(=NS(=O)(=O)c2ccccc2)c2ccccc2)ncn1
2. CCOc1ccc(OCCC(=O)OCC(=O)NC2CCCC2)cc1
screen / no.	1	2
Tb MetRS inh	0.3	-0.5
MsrA inh	-0.2	0.1
STEP inh	-2	4
NadD inh	0	-1
Rpn11 inh	i	i
CSN inh	-5	-1
SUMO1 PPI mod	4	0
LMPTP block	-3.0	-1.9
DNMT1 block	1	-2
Scp1 inh	-10	-3

(further entries)
43. O=C(CCCN1C(=O)c2ccccc2C1=O)NC1=NCCS1
44. Cc1cccc(CSc2ncnc3ccccc23)c1
45. O=C(Nc1cccc(-c2nc3ccccc3c(=O)o2)c1)c1ccccc1
46. CCOC(=O)C1(C)NC(c2cccs2)C2C(=O)N(c3ccc(C)cc3)C(=O)C21 (centres undefined)
47. CCOC(=O)c1c(C)[nH]c(C)c1C(=O)CSc1nncs1
48. COc1ccc(CNC(=O)CNC(=O)c2cccs2)c(OC)c1
49. Cc1ccc(-n2cnc3c(sc4nccc(N(C)C)c43)c2=O)cc1
50. CC(Oc1ccccc1)C(=O)Nc1ccc(S(=O)(=O)N2CCN(C)CC2)cc1 (centres undefined)
screen / no.	43	44	45	46	47	48	49	50
Tb MetRS inh	-0.1	-0.8	0.5	0.1	-0.3	-0.3	-1.5	-0.5
MsrA inh	-0.3	-1.2	2.2	-0.6	0.9	-1.1	1.3	-0.7
STEP inh	2	2	-1	-1	15	0	-1	-3
NadD inh	0	8	-5	4	-1	-7	3	-5
Rpn11 inh	i	i	i	i	i	i	i	i
CSN inh	1	-3	3	-9	1	-1	2	0
SUMO1 PPI mod	-3	2	2	-2	0	2	-1	4
LMPTP block	-2.7	0.7	2.0	-0.6	0.5	-1.6	-0.7	-1.0
DNMT1 block	-1	5	-4	2	1	2	1	0
Scp1 inh	-2	2	-8	-3	-5	-7	3	7
